U2OS ROS induce – cancer cell ROS induction; U2OS ROS induction, H2DCF-DA fluorescence; ROS induction (% of piperlongumine), % at 10 µM; 46,000 tested, 2% active; in the data active = ROS induction above about 79%, passing the limit was not always enough; inconclusive = no clear call, values can overlap the other calls;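 also: 0% = DMSO vehicle median and 100% = reference compound median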
* marks the source's active call; other numbers are inactive results; u = inconclusive; & = joins results of further samples. The list is partial (hit frequency here may not be typical).

Start of the data: the first seven records as a preview:
| compound | U2OS ROS induce |
| --- | --- |
| COc1ccc(-n2c(=S)[nH]c3cc(C(=O)N4CCN(c5ccccc5)CC4)ccc3c2=O)cc1 | 7.0 |
| COc1ccc(OC(C)c2nc(-c3ccncc3)no2)cc1 (stereo not drawn) | -12.4 |
| CC(=O)c1cccc(NC(=O)NCc2cnn(C)c2)c1 | -5.9 |
| O=C(/C=C/c1ccco1)Nc1ccc2nc3n(c(=O)c2c1)CCCC3 | -2.3 |
| C=CCN(C(=O)C1CC=CCC1)c1ccccc1 (stereo not drawn) | -15.4 |
| C=CC[C@]12N=C(c3ccc(OCCCO)cc3)O[C@H]1c1ccccc1CN(CCS(=O)(=O)c1ccccc1)C2=O | 13.1 |
| CC[n+]1c(C=C2C=C(C)CC(C)(C)C2)oc2ccccc21 | u |

The list itself, repeating the preview:
| compound | U2OS ROS induce |
| --- | --- |
| COc1ccc(-n2c(=S)[nH]c3cc(C(=O)N4CCN(c5ccccc5)CC4)ccc3c2=O)cc1 | 7.0 |
| COc1ccc(OC(C)c2nc(-c3ccncc3)no2)cc1 (stereo not drawn) | -12.4 |
| CC(=O)c1cccc(NC(=O)NCc2cnn(C)c2)c1 | -5.9 |
| O=C(/C=C/c1ccco1)Nc1ccc2nc3n(c(=O)c2c1)CCCC3 | -2.3 |
| C=CCN(C(=O)C1CC=CCC1)c1ccccc1 (stereo not drawn) | -15.4 |
| C=CC[C@]12N=C(c3ccc(OCCCO)cc3)O[C@H]1c1ccccc1CN(CCS(=O)(=O)c1ccccc1)C2=O | 13.1 |
| CC[n+]1c(C=C2C=C(C)CC(C)(C)C2)oc2ccccc21 | u |
| COC(=O)C1=CO[C@@H](O[C@@H]2O[C@H](CO)[C@@H](O)[C@H](O)[C@H]2O)[C@@H]2[C@@](C)(O)[C@@H](OC(=O)/C=C/c3ccc(OC)c(O)c3)C[C@]12O | -4.5 |

| compound | U2OS ROS induce |
| --- | --- |
| C=CCn1c(=S)[nH]c2sc3c(c2c1=O)CC(C)(C)OC3 | -8.4 |
| CC(C)CCNC(=O)C1C2C(=O)N(Cc3ccccc3)CC23C=CC1(C)O3 (stereo not drawn) | -6.3 |
| COc1ccc(CC(=O)c2ccc(O)cc2O)cc1 | 2.5 |
| CC(C)NC(=O)Nc1cccc2c1O[C@@H](CN(C)Cc1ccc(C(=O)O)cc1)[C@H](C)CN([C@H](C)CO)C2=O | -10.0 |
| Cc1noc(C)c1NC(=O)Nc1cccc2c1O[C@@H](CN(C)S(C)(=O)=O)[C@H](C)CN([C@H](C)CO)C2=O | 100.3* |
| C=CC[C@]1(C(=O)N(C)C)COC(c2ccc(OCCCO)cc2)=N1 | -5.9 |
| COc1ccc(CN(C)C[C@@H]2Oc3ccc(NC(=O)Nc4cccc5ccccc45)cc3C(=O)N([C@@H](C)CO)C[C@@H]2C)cc1 | 5.3 |
| Cc1noc(C)c1S(=O)(=O)N(C)C[C@H]1Oc2c(NC(=O)C3CCOCC3)cccc2C(=O)N([C@H](C)CO)C[C@H]1C | -3.5 |

| compound | U2OS ROS induce |
| --- | --- |
| Nc1c(C(=O)N2CCCCC2)sc2nc3c(cc12)CCC3 | -5.5 |
| CCN(CC(=O)Nc1ccc(OC)cc1)S(=O)(=O)c1ccc(Cl)cc1 | -8.9 |
| [N-]=[N+]=Nc1ccccc1C[C@@]1(C(=O)N2CCCCC2)N=C(c2ccc(OCCCO)cc2)O[C@@H]1c1ccccc1 | -1.1 |
| O=C(Nc1ccc2c(c1)OCO2)c1cncc(NS(=O)(=O)c2ccccc2)c1 | -3.2 |
| COc1cc2c(cc1NC(=O)Cc1ccccc1)oc1ccccc12 | -3.2 |
| C/C=C(/C)C(=O)OC(C)(C)C1Cc2cc3ccc(=O)oc3cc2O1 (stereo not drawn) | 2.4 |
| Cc1nc2cc(-c3ccccc3)nn2c(C)c1CC(=O)NCc1ccccc1 | 10.1 |
| CC(C)NC(=O)N(C)C[C@@H]1OCCCC[C@@H](C)Oc2ccc(NC(=O)c3ccccc3)cc2C(=O)N([C@H](C)CO)C[C@@H]1C | 4.4 |

| compound | U2OS ROS induce |
| --- | --- |
| COc1ccc(S(=O)(=O)Nc2cccc3c2O[C@H](CN(C)C(=O)NC(C)C)[C@H](C)CN([C@@H](C)CO)C3=O)cc1 | -13.7 |
| O=C(CCCCCCC(=O)Nc1ccccc1O)N/N=C/c1ccc(OCCO)cc1 | 6.5 |
| Cc1sc2nc(SC/C=C/c3ccccc3)nc(N)c2c1C | 15.1 |
| C[C@H]1CN([C@@H](C)CO)C(=O)c2cccc(NC(=O)C3CCOCC3)c2O[C@@H]1CN(C)C | -5.0 |
| O=C(O)c1ccc(CSc2nnnn2C2CCCCC2)cc1 | 5.5 |
| COc1ccc(CN(C)C[C@H]2OCCCC[C@@H](C)Oc3ccc(NC(=O)c4ccncc4)cc3C(=O)N([C@H](C)CO)C[C@@H]2C)cc1 | 6.9 |
| O=C(CSc1ccc(-c2ccncc2)nn1)NCCc1ccccc1 | 9.6 |
| O=C(NCCN1CCOCC1)c1ccc(Cl)c(S(=O)(=O)N2CCOCC2)c1 | 8.2 |

| compound | U2OS ROS induce |
| --- | --- |
| Fc1ccccc1OCCCCSc1ncccn1 | -7.7 |
| C[C@@H]1CN([C@H](C)CO)C(=O)c2cccc(NS(=O)(=O)c3cn(C)cn3)c2O[C@H]1CN(C)C(=O)Nc1ccc2c(c1)OCO2 | -2.3 |
| COc1ccc(S(=O)(=O)N(C)CC(=O)Nc2ccccc2SC)cc1Cl | 5.2 |
| CC(=O)c1ccc(NC(=O)CC2Nc3cccc4cccc(c34)NC2=O)cc1 (stereo not drawn) | 27.9 |
| O=C(CSc1nc2ccccc2o1)OCc1ccccc1 | -11.4 |
| Cc1ccc(S(=O)(=O)N(CC(N)=O)c2ccc(Br)cc2)cc1 | -2.5 |
| CNC[C@H]1Oc2c(NC(=O)c3ccncc3)cccc2C(=O)N([C@H](C)CO)C[C@@H]1C | 9.3 |
| CCOC(=O)c1nnn2c3ccccc3c(=O)n(Cc3ccc(Cl)cc3)c12 | 35.5 |

| compound | U2OS ROS induce |
| --- | --- |
| COC(=O)c1ccccc1NC(=O)Cn1ccc([N+](=O)[O-])n1 | 0.6 |
| C[C@H](CO)N1C[C@H](C)[C@H](CN(C)C(=O)Nc2ccc(C(F)(F)F)cc2)Oc2ccc(NS(=O)(=O)c3ccccc3)cc2CC1=O | 10.2 |
| c1coc(CCC2=NCCn3cccc32)c1 | -10.9 |
| Cc1ccc(Cl)c(Nc2ccccc2C(=O)O)c1Cl | -7.2&49.8 |
| COc1ccc(S(=O)(=O)Nc2ccc3c(c2)C(=O)N([C@@H](C)CO)C[C@@H](C)[C@@H](CN(C)C(=O)NC(C)C)O3)cc1 | -5.3 |
| C[C@@H]1CN([C@@H](C)CO)C(=O)c2cccc(NC(=O)Nc3ccc(C(F)(F)F)cc3)c2O[C@@H]1CN(C)C(=O)Nc1ccccc1 | 6.6 |
| CCN(CC)c1ccc2cc(C(N)=O)c(=Nc3ccc(F)cc3)oc2c1 | 4.5 |
| Cc1noc(C)c1NC(=O)Nc1ccc2c(c1)CC(=O)N([C@@H](C)CO)C[C@H](C)[C@@H](CN(C)C(=O)Nc1ccc(C(F)(F)F)cc1)O2 | 5.9 |

| compound | U2OS ROS induce |
| --- | --- |
| COc1cc2ncnc(Nc3ccc(Cl)cc3F)c2cc1OC | 24.3 |
| C#Cc1cccc(Nc2ncnc3cc(OC)c(OC)cc23)c1 | 19.4 |
| COc1ccc(C(=O)COC(=O)CN2C(=O)C3CC=CCC3C2=O)cc1 (stereo not drawn) | 30.0 |
| Cc1cc(C)c(C)c(S(=O)(=O)NCCc2c(C)[nH]c3ccccc23)c1C | 2.4 |
| COc1ccc([N+](=O)[O-])cc1CSc1nnc(-c2ccccc2)n1-c1ccccc1 | 8.9 |
| C[C@H]1CN([C@@H](C)CO)C(=O)CCCn2nncc2CO[C@H]1CN(C)C(=O)Nc1ccccc1 | -25.2 |
| CC(C)CNC(=O)[C@@H]1c2ccccc2C(=O)N(CC23CC4CC(CC(C4)C2)C3)[C@H]1c1ccc(CO)cc1 | 66.4 |
| Cc1noc(C)c1NC(=O)Nc1cccc2c1O[C@@H](CN(C)C(=O)Nc1ccc(C(F)(F)F)cc1)[C@@H](C)CN([C@@H](C)CO)C2=O | -1.3 |

structure	U2OS ROS induce
C[C@@H]1CN([C@H](C)CO)C(=O)c2cccc(NS(=O)(=O)c3ccc(Cl)cc3)c2O[C@H]1CN(C)C(=O)Nc1cccc2ccccc12	2.9
CCC(C)NC(=O)Cn1ncn2c(cc3sc(C)cc32)c1=O (stereo not drawn)	-11.3
CNC[C@@H]1Oc2ccc(NC(=O)C3CCCCC3)cc2C(=O)N([C@@H](C)CO)C[C@@H]1C	-20.8
COC(CNC(=O)Cn1nc(-c2ccccc2)c2cc(Cl)ccc21)OC	-11.6
C[C@H]1CN([C@@H](C)CO)C(=O)c2cccc(NC(=O)c3ccncc3)c2O[C@H]1CN(C)CC1CCCCC1	-7.1
C[C@H]1CN([C@@H](C)CO)C(=O)c2cccc(NC(=O)C3CC3)c2O[C@H]1CN(C)CC1CC1	1.8
CN(C)C=Nc1ccc(Oc2cncc(Cl)c2)nc1	-13.3
Cc1ccc(S(=O)(=O)Nc2cccc3c2O[C@H](CN(C)Cc2ccc(C(=O)Nc4ccccc4N)cc2)[C@@H](C)CN([C@@H](C)CO)C3=O)cc1	45.5
O=C(CSc1ncn[nH]1)NC1CC2CCC1C2 (stereo not drawn)	1.4
O=C(Oc1ccc2ccc(=O)oc2c1)c1ccccc1	-12.3
COc1ccc(C#Cc2ccc3c(c2)[C@]2(C(=O)N3)[C@H](C(=O)N3CCc4cc(OC)c(OC)cc4C3)[C@H]3C(=O)O[C@H](c4ccccc4)[C@H](c4ccccc4)N3[C@@H]2c2ccc(OCCO)cc2)cc1	22.7
C[C@@H]1CN([C@H](C)CO)C(=O)c2cc(NC(=O)Nc3ccc(F)cc3)ccc2O[C@@H]1CN(C)S(=O)(=O)c1ccccc1	6.4

structure	U2OS ROS induce
CNC[C@@H]1Oc2ccc(NS(=O)(=O)c3c(C)noc3C)cc2C(=O)N([C@@H](C)CO)C[C@@H]1C	-9.1
C[C@@H]1CN([C@@H](C)CO)C(=O)c2cc(NC(=O)Nc3cccc4ccccc34)ccc2O[C@H]1CN(C)Cc1ccc2c(c1)OCO2	26.3
CCOC(=O)N1CCC(NC(=O)c2cc(C)on2)CC1	-1.9
CC(C)NC(=O)Nc1ccc2c(c1)CC(=O)N([C@@H](C)CO)C[C@@H](C)[C@@H](CN(C)S(C)(=O)=O)O2	-4.0
O=C(Nc1ccccc1)N[C@H]1C[C@H](C(=O)O)Nc2cc(Cl)cc(Cl)c21	-5.4
C[C@@H]1CCCCO[C@@H](CN(C)C(=O)NC2CCCCC2)[C@@H](C)CN([C@H](C)CO)C(=O)c2cc(NS(C)(=O)=O)ccc2O1	-9.1
C[C@H]1CN([C@@H](C)CO)C(=O)Cc2cc(NC(=O)Nc3ccc(C(F)(F)F)cc3)ccc2O[C@H]1CN(C)S(=O)(=O)c1ccc(Cl)cc1	34.3
O=C(CC1NCCNC1=O)Nc1ccccc1 (stereo not drawn)	0.6
C=CCn1c(=N)n(CC(=O)c2ccc(-c3ccccc3)cc2)c2ccccc21	-9.0
COC(=O)c1c(C)oc2ccc(OCc3ccc(Br)cc3)cc12	-0.1
C[C@H](CO)N1C[C@H](C)[C@@H](CN(C)C(=O)NC2CCCCC2)OCc2cnnn2CCCC1=O	12.0
O=S(=O)(c1ccccc1)N1CCCN(S(=O)(=O)c2ccccc2)CC1	-4.7

Structural class, the compounds so far with a furan ring, fused or not
structure	U2OS ROS induce
O=C(/C=C/c1ccco1)Nc1ccc2nc3n(c(=O)c2c1)CCCC3	-2.3
COc1cc2c(cc1NC(=O)Cc1ccccc1)oc1ccccc12	-3.2
c1coc(CCC2=NCCn3cccc32)c1	-10.9
COC(=O)c1c(C)oc2ccc(OCc3ccc(Br)cc3)cc12	-0.1

Following part.
structure	U2OS ROS induce
C[C@H](CO)N1C[C@H](C)[C@H](CN(C)C(=O)Nc2ccc3c(c2)OCO3)Oc2ccc(NC(=O)Nc3ccccc3)cc2CC1=O	-0.7
CC(C(=O)O)N1C(=O)/C(=C/c2ccc(Cl)cc2)SC1=S (stereo not drawn)	-8.9
CC(=O)Nc1ccc(NC(=O)CN(c2ccc(F)cc2)S(C)(=O)=O)cc1	31.1
COc1ccc(NC(=O)Nc2ccc3c(c2)C(=O)N([C@@H](C)CO)C[C@@H](C)[C@H](CN(C)Cc2ccncc2)O3)cc1	8.3
C[C@@H]1CN([C@H](C)CO)C(=O)CCCn2nncc2CO[C@H]1CN(C)Cc1cccc(O)c1	26.2
C=C(C)C1Cc2c(ccc(C(=O)O)c2O)O1 (stereo not drawn)	-2.5
Cc1ccc(S(=O)(=O)Nc2cccc3c2O[C@@H](CN(C)CC2CC2)[C@H](C)CN([C@@H](C)CO)C3=O)cc1	-6.7
Cc1ccsc1/C=N\NC(=O)CCCCC(=O)NO	-6.9
CCn1cc(C(=O)O)c(=O)c2cc(F)c(N3CCN(C)CC3)cc21	-3.8
Cc1noc(C)c1S(=O)(=O)N(C)C[C@H]1Oc2ccc(NC(=O)CCCN(C)C)cc2C(=O)N([C@@H](C)CO)C[C@H]1C	-8.0
O=C(N/N=C/c1ccc(N2CCCC2)cc1)c1ccccc1O	-7.9
CNC[C@H]1OCCCC[C@@H](C)Oc2ccc(NS(=O)(=O)c3c(C)noc3C)cc2C(=O)N([C@H](C)CO)C[C@@H]1C	48.1

structure	U2OS ROS induce
COc1ccc(NC(=O)CC(C(=O)O)N(C)C)cc1 (stereo not drawn)	7.1
C[C@@H]1CN([C@H](C)CO)C(=O)Cc2cc(NS(=O)(=O)c3cn(C)cn3)ccc2O[C@@H]1CN(C)C	49.7
CN(C)CC(O)Cn1c2ccc(Br)cc2c2cc(Br)ccc21 (stereo not drawn)	68.4
C[C@@H]1CN([C@H](C)CO)C(=O)c2cccc(NS(=O)(=O)c3cn(C)cn3)c2O[C@@H]1CN(C)Cc1ccc2c(c1)OCO2	-5.4
CCCC(=O)Nc1ccc(-c2cn3ccccc3n2)cc1	3.6
Cc1cc(C(=O)Nc2cccc3c2O[C@@H](CN(C)C(=O)Nc2ccc(C(F)(F)F)cc2)[C@H](C)CN([C@H](C)CO)C3=O)n(C)n1	-3.7
C=CCn1c(COc2ccccc2)n[nH]c1=S	10.9
COc1ccc(CN(C)C[C@@H]2Oc3ccc(NC(=O)NC(C)C)cc3C(=O)N([C@@H](C)CO)C[C@@H]2C)cc1	-8.3

High-throughput results from PubChem.
